# SENP6 block: SENP6 protease inhibition | AID 2599 | Q9GZR1 | inhibition, % at 10 µM | Recombinant SENP6 catalytic domain, aminoluciferin luminescence | 1.8% of 330,000 active;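 active = inhibition above about 50% at the single tested dose, limit read from the data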;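 also: plate controls were DMSO wells with enzyme for no effect and DMSO wells lacking enzyme for full effect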
# Target sequence (Q9GZR1 628-1112 limits assumed): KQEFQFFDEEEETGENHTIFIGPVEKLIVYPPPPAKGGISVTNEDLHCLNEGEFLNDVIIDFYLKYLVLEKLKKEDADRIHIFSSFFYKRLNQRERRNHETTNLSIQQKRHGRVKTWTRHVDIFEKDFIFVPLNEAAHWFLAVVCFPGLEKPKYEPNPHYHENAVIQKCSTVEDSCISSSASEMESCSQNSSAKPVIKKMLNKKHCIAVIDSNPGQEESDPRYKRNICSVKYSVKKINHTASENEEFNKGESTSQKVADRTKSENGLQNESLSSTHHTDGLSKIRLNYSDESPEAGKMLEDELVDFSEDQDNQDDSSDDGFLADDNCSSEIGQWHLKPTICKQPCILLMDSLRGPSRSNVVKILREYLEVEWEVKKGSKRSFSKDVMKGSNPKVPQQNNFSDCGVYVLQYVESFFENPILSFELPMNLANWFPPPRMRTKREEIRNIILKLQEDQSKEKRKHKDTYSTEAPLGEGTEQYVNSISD
# hIAP activ: human IAP activation; activation factor at 10 µM; purified human IAP, CDP-Star luminescence, 30 min; active compounds read high; 1 = vehicle-only enzyme, 0 = enzyme-free background; AID 2524; 0.16% of 330,000 active; P09923;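 active = activation factor of the enzyme at least 2-fold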; also: the source names both 10 and 20 µM as test concentration; values of inactives mirror those of a sister screen read the other way
# SENP8 block: SENP8 (human) protease inhibition; Q96LD8; recombinant SENP8, Nedd8 substrate fluorescence; inhibition, % at 20 µM; 0.64% of 360,000 active; AID 602440; in the data active = inhibition mostly above about 40%, no sharp cut-off; inactive = mostly below about 27%
# MPTP inh: inhibitors of mitochondrial permeability transition pore; isolated mouse mitochondria, Ca2+ swelling absorbance, 30 min; AID 602449; inhibition, % at 10 µM; 1.4% of 360,000 active;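 active = inhibition of 50% or more, scaled per plate between neutral and stimulator controls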;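 also: 0% = DMSO wells given calcium and 100% = 1 mM EGTA wells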
# ATG4B inh: inhibitors of human ATG4B cysteine protease; Q9Y4P1; ATG4B cleavage of LC3-PLA2, NBD-HPC fluorescence, 1 h; inhibition, % at 8.33 µM; 0.51% of 340,000 active; in the data active = inhibition above about 40%
# Target sequence (Q9Y4P1 whole entry, looked up): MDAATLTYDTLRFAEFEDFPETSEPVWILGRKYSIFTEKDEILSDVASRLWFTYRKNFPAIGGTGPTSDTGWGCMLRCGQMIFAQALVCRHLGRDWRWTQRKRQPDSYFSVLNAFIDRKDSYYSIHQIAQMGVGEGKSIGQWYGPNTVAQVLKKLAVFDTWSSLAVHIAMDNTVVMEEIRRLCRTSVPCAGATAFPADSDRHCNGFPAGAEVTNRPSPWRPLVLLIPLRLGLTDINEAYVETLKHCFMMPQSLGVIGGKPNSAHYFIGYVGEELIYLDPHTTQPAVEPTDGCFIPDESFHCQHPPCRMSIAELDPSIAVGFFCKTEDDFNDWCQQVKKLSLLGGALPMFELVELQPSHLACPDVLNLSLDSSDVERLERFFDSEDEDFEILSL
# PfGluPho inh: PfG6PD (Plasmodium falciparum) enzyme inhibition; PfGluPho enzyme, NADPH resazurin-diaphorase fluorescence; inhibition, % at 20 µM; 0.78% of 350,000 active;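 active = inhibition reaching at least a set limit at 20 µM in the primary screen, cut at about 59% in these data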;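 also: 0% = DMSO wells with substrate and 100% = DMSO wells lacking glucose-6-phosphate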
# NR3A LBD binder: modulators (binders) of human NR3A ligand-binding domain; NR3A LBD differential scanning fluorimetry, Tm shift; 0% = protein alone, 100% = glycine-bound protein; AID 1259313; 2.5% of 340,000 active; Tm shift relative to glycine control, % at 25 µM;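 active = melting temperature shift of at least 10% of the positive control shift, at one fixed dose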
# SENP1 FRET inh: blocks the human SENP1 SUMO protease catalytic domain | recombinant SENP1 catalytic domain, CyPet-SUMO1-YPet FRET cleavage | inhibition, % at 10 µM | Q9P0U3 | 0.21% of 360,000 active;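 active = inhibition at least 30% at 10 µM, raw YFP signal under a set limit, fluorescence ratio 0.5 to 1.5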;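 also: 0% = enzyme with DMSO and 100% = no enzyme wells; some results filed as inactive read as strong as hits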
# Target sequence (Q9P0U3 419-644 limits assumed): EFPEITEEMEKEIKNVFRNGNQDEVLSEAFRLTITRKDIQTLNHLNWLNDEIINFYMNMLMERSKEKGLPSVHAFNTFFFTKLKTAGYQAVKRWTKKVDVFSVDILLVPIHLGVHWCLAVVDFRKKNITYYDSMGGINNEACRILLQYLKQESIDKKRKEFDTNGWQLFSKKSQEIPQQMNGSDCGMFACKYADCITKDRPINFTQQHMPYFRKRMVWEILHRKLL
#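 Material – human SENP1 catalytic domain · Input – SENP1 enzyme, 20 pM final · Compound dosing – single concentration of 10 µM compound, 0.5% DMSO final · Timing – enzyme reaction for 50 min at room temperature, dark · Measured by – FRET fluorescence in CFP and YFP emission channels · Control set – no-enzyme wells low, DMSO-plus-enzyme wells high control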
# * marks the source's active call; other numbers are inactive results; · = not tested or not shown.
SMILES,SENP6 block,hIAP activ,SENP8 block,MPTP inh,ATG4B inh,PfGluPho inh,NR3A LBD binder,SENP1 FRET inh
CCn1ncc(CN2CCCC(C(=O)Nc3cccc(-c4cc5ccccc5[nH]4)c3)C2)c1C (stereo not given),-22,0.99,-364,0.3,-14,5,-19,-5
Cc1ccc(N=CC=C2OC(C)(C)C(C)(C)O2)c(C)c1,-2,1,-147,0.0,-6,14,15*,-34
COc1cccc(N2C(=O)CC(N3CCN(S(=O)(=O)c4ccccc4[N+](=O)[O-])CC3)C2=O)c1 (stereo not given),·,·,17,-1.8,-10,3,3,4
O=C(OCN1C(=O)c2ccccc2C1=O)C1CCCCC1,-9,1.1,18,0.6,-3,-14,4,4
O=C(N/N=C/c1ccc([N+](=O)[O-])o1)C(O)c1ccccc1 (stereo not given),11,0.97,25,-0.3,-7,3,0,-8
COc1cccc(C(=O)OCC(=O)c2ccc(S(=O)(=O)N3CCCCC3)cc2)c1OC,-10,1.1,3,-0.4,-12,8,0,1
Cc1cc(Cl)ccc1NS(=O)(=O)c1c(C)[nH]c(=O)[nH]c1=O,2,0.93,5,0.4,6,2,0,-1
Cc1ccc(NC(=O)N2CCC(C(=O)NCc3ccccc3)CC2)cc1,-10,0.85,23,-1.3,-1,-20,1,2
COc1ccc(CNC(=O)CN(C)S(=O)(=O)c2ccc3c(c2)OCCO3)cc1OC,19,0.73,8,-0.8,-22,-1,1,1
O=C(c1cc(=O)[nH]c2ccccc12)N1CC=C(c2ccccc2)CC1,-6,1,-89,0.0,-7,6,-2,1
Cc1ccnc(NC(=O)Nc2cccc(F)c2)c1,93*,1,15,4.5,-4,-2,-1,5
CC(C)(C)NC(=O)NC(=O)COC(=O)c1cc(=O)[nH]c2ccccc12,-6,0.93,-281,-2.5,-14,9,-3,3
COc1ccc(OC)c(Nc2nc(-c3sc(C)nc3C)cs2)c1,16,0.93,-18,2.2,-37,31,-18,1
Cc1ccc(C)c(NC(=O)CCC(=O)N/N=C/c2cc([N+](=O)[O-])ccc2O)c1,7,1.3,16,-3.0,-4,-18,-13,2
CCOC(=O)CN1C(=O)NC2NC(=O)NC21 (stereo not given),14,0.92,10,1.2,-11,-13,0,2
CCCS(=O)(=O)NCCc1cc2ccc(OC)cc2[nH]c1=O,-7,1.2,-35,2.7,-3,-16,0,0
CCOC(=O)c1c(-c2ccc(C)o2)csc1NC(=O)CN1CCCCC1,-6,0.92,-68,1.9,11,9,2,-17
CCc1ccc(Nc2n[n+](-c3ccccc3)c(-c3ccc(OC)c(Br)c3)s2)cc1,-15,0.88,2,1.2,3,13,-2,2
COC(CNC(=O)C(C)n1nc(C)c2ccccc21)OC (stereo not given),-11,1.1,6,-0.1,2,24,-2,1
CCN(CC)c1ccc(NC(=O)COc2ccccc2C)cc1S(=O)(=O)Nc1ccccc1OC,-3,0.86,7,1.3,15,61*,7,2
CCCNC(=O)C1CCN(S(=O)(=O)c2cccs2)CC1,-8,1.1,6,2.3,0,0,0,2
O=C(Nc1ccc(Cl)cc1)N1CCN(c2ncccn2)CC1,3,0.94,-1,-3.9,-31,2,0,-1
CCCCCC(=O)N(CN1C(=O)CCC1=O)c1ccccc1,1,1,14,-2.0,17,-8,1,1
Cc1c(O)ccc(-c2n[nH]c(C(=O)O)c2-c2nc3ccccc3s2)c1O,-10,1.1,-128,-0.5,11,7,0,-12

# Ordered by length of the SMILES (highest first): 3 of the compounds above
SMILES,SENP6 block,hIAP activ,SENP8 block,MPTP inh,ATG4B inh,PfGluPho inh,NR3A LBD binder,SENP1 FRET inh
CCN(CC)c1ccc(NC(=O)COc2ccccc2C)cc1S(=O)(=O)Nc1ccccc1OC,-3,0.86,7,1.3,15,61*,7,2
O=C(c1cc(=O)[nH]c2ccccc12)N1CC=C(c2ccccc2)CC1,-6,1,-89,0.0,-7,6,-2,1
O=C(N/N=C/c1ccc([N+](=O)[O-])o1)C(O)c1ccccc1 (stereo not given),11,0.97,25,-0.3,-7,3,0,-8

# Additional compounds
SMILES,SENP6 block,hIAP activ,SENP8 block,MPTP inh,ATG4B inh,PfGluPho inh,NR3A LBD binder,SENP1 FRET inh
CC(C)C(=O)Nc1cccc2nsnc12,-2,1.1,-78,0.0,-12,10,0,1
CC(C)CCC(CCNCc1ccccn1)c1ccc(Cl)cc1 (stereo not given),8,1.6,19,1.5,9,4,-2,0
CCOc1ccc(S(=O)(=O)Nc2ccc(S(=O)(=O)N3CCCC3)cc2)cc1,-18,0.76,13,1.0,-6,-17,1,1
Cc1ccc(C(=O)Nc2cccnc2N2CCN(C)CC2)cc1,12,1.1,23,0.9,-36,-9,1,-1
O=C(Nc1nnc(SCc2c(Cl)cccc2Cl)s1)c1cccc([N+](=O)[O-])c1,-21,0.83,28,92*,7,6,0,0
CCN(CC)C(=O)c1ccc(CS(=O)(=O)c2ccc(OC)cc2)o1,-26,0.83,7,-1.1,-5,-7,-3,1
O=C(N/N=C/c1c[nH]c2ccccc12)c1cc(-c2ccccc2)n[nH]1,11,0.85,-86,1.2,-25,-5,31*,-3
COc1ccc(C(=O)NCc2nnc(SCC(=O)N3CCC(C)CC3)o2)cc1OC,-14,1.1,-3,0.1,-7,-9,1,-19
O=C(O)C1=NN(c2ccccc2)C(=O)CC1,-12,1.3,-5,0.1,7,-5,1,1
O=C(CCC1CCCCC1)Nc1c2c(nn1-c1ccc(F)cc1)CS(=O)C2 (stereo not given),-14,0.96,13,0.2,-2,2,1,-2
Cc1cc(NC(=O)c2ccccc2)nc(C)n1,-3,0.89,12,-0.6,25,12,-1,3
O=C(CN(Cc1ccccc1F)C(=O)c1csnn1)NC1CCCCC1,-11,1,8,-1.5,-2,-17,0,1
CCN(C(=O)CSc1nc2ccccc2n1C)C1CCS(=O)(=O)C1 (stereo not given),4,0.95,8,-3.0,-3,3,-2,0
Nc1nc(-c2ccc3c(c2)CCO3)cs1,1,0.85,2,-2.1,-8,21,0,0
Cc1cc(C(=O)CSc2ncnc3ccccc23)c(C)n1C1CC1,-2,0.94,-5,2.8,-6,18,0,-24
CCOC(=O)c1nnn(-c2nonc2N)c1-c1cccc2ccccc12,-26,0.98,-8,0.9,-11,26,-1,0
Cc1ccc(CN2CCN(Cc3nc(C(C)C)cs3)CC2CCO)cc1 (stereo not given),-2,1.2,1,5.3,8,-5,0,-2
COc1cccc(CNC(=O)Cn2cc3c(n2)CCCCC3)c1,-10,1.1,6,-0.2,4,-3,-3,0
COc1ccccc1N(CC(=O)Nc1ccc(S(=O)(=O)N2CCOCC2)cc1)S(C)(=O)=O,-32,1.1,5,-0.1,-1,-23,0,0
O=C(CCS(=O)(=O)c1cccc2nsnc12)NCc1ccccc1Cl,-10,0.97,13,1.2,-10,21,1,1
CCOc1cc(NC(=S)NCC2CCCO2)c(OCC)cc1NC(=O)c1cccc(C)c1 (stereo not given),-7,0.89,-5,4.7,-3,9,-3,-2
Cc1nc(SCC(=O)Nc2ccc3c(c2)OCCO3)nc(C)c1C,-6,0.97,17,-0.1,-1,5,-3,0
Cc1noc(C)c1COC(=O)[C@@H](NC(=O)c1ccccc1)C(C)C,1,0.93,3,-2.4,-1,-18,1,0
CCNc1c(NS(=O)(=O)c2ccc(OC)cc2)c(=O)oc2ccccc12,-20,0.97,0,0.1,-7,0,0,0
COc1ccc(OC)c(NC(=O)C(=O)N/N=C(\C)CC(=O)Nc2ccc(Cl)cn2)c1,13,1.5,-16,1.8,-6,-7,-1,-45
COc1cc(C2C(c3ccccc3)C(c3cc(OC)cc(=O)o3)C2c2ccccc2)oc(=O)c1 (stereo not given),·,·,6,-1.2,31,1,-4,2
Cc1ccc(NC(=S)NNC(=O)c2c(Cl)c(C)nn2C)cc1,2,1.6,12,7.5,-1,-15,-1,2
Cn1c(=O)oc2cc(S(=O)(=O)NC3CCCCC3)ccc21,-2,0.92,10,-1.1,3,-11,0,1
CC(=O)CCC1C2C(O)C(C(C)C)C(OC(=O)/C=C/c3ccccc3)CC12C (stereo not given),2,1,-7,-0.9,0,9,-3,0
Cn1c(=O)[nH]c(=O)c2c1nc(N1CCCCC1)n2CCOc1ccccc1,-17,0.83,11,-0.3,-2,5,-1,1
CCN1C(=O)CC(Sc2ccccc2N)C1=O (stereo not given),0,0.83,23,-0.1,4,-5,0,4
COc1ccc(N2CCN(CCCNC(=O)C3(S(=O)(=O)c4ccc(Cl)cc4)CC3)CC2)cc1,-1,0.83,13,-0.9,-5,7,1,-2
CC1(C)CC(=O)C(C=NCC2CCN(C(=S)Nc3ccccc3)CC2)=C(O)C1,-29,0.88,-3,2.6,5,1,1,3
CCCc1c(C(=O)Nc2ccc(C(F)(F)F)cc2)cnn1-c1ccccc1,6,1.4,17,12,11,26,6,1
CCN1C(=O)NC(c2cc(Br)ccc2OC)C(C(=O)OC)=C1C (stereo not given),15,1.3,16,-0.1,0,-21,-2,1
COc1cc(CO)ccc1OCc1nnnn1-c1ccc(C)cc1,7,1.3,17,0.9,-7,12,0,-2

# Three entries already listed, ordered by their value in ATG4B inh, highest first.
Compound | ATG4B inh
CC(=O)CCC1C2C(O)C(C(C)C)C(OC(=O)/C=C/c3ccccc3)CC12C (stereo not given) | 0
COc1ccc(N2CCN(CCCNC(=O)C3(S(=O)(=O)c4ccc(Cl)cc4)CC3)CC2)cc1 | -5
COc1cc(CO)ccc1OCc1nnnn1-c1ccc(C)cc1 | -7

# Other structures
SMILES,SENP6 block,hIAP activ,SENP8 block,MPTP inh,ATG4B inh,PfGluPho inh,NR3A LBD binder,SENP1 FRET inh
CN(C)c1cccc(C(=O)Nc2nnc(Cc3ccccc3)s2)c1,-3,0.94,-216,1.4,-14,20,-3,-8
COc1ccccc1NS(=O)(=O)c1cc(C(=O)NCCN2CCOCC2)ccc1Cl,-20,1.2,8,0.1,2,-2,2,1
O=C(CNc1cccc(C(F)(F)F)c1)N/N=C/c1cn(-c2ccccc2)nc1-c1ccccc1,-13,0.93,9,4.6,9,-11,34*,-1
N#CC[C@H](Cc1ccccc1)N1CC[C@@H](NC(=O)OCc2ccccc2)CCC1=O,-1,0.93,-3,-1.0,-10,1,-1,-7
CCOC(=O)N1CCN(C(=O)c2cn(C)c3ccc(S(=O)(=O)N4CCC(C)CC4)cc3c2=O)CC1,-24,1,8,-1.0,-5,2,0,2
N=C1C2=C3Sc4ccccc4N3CCCC2=NN1c1cccc(S(=O)(=O)O)c1,-10,1.1,-74,-1.1,-14,12,0,-9
CC1CN(S(=O)(=O)c2cccc(C(=O)OCC(=O)Nc3ccc4c(c3)OCO4)c2)CC(C)O1 (stereo not given),-5,1.1,12,-1.6,-14,-3,3,-4
Clc1ccc(OCc2nnc(SCc3nnc(-c4ccccc4)o3)o2)c(Cl)c1,1,1,23,2.0,-4,-6,-16,3
Cc1cc(C)n2nc(SCCCC(=O)c3ccc(F)cc3)nc2n1,-11,0.85,17,-0.4,-9,6,-1,-1
Nc1ccc(C(CC(=O)O)n2cccc2)cc1 (stereo not given),-14,1.1,19,-1.0,-2,-7,-3,1
COc1cc(NCc2ccccc2)c2ncn(C(C)C)c2c1,2,1.1,22,-0.7,-4,61*,1,0
COCc1cc(C)nc2sc(C(=O)N3CCCC3)c(N)c12,0,0.95,-109,0.1,5,-1,1,-12
Cc1ccc(C(C)C)c(OCCCN(C)Cc2ccccc2)c1,5,1,6,1.3,4,6,0,2
Cc1ccc(N2C(=O)[C@@H]3C(C(=O)CCN4C(=O)c5ccccc5C4=O)=NN[C@@H]3C2=O)cc1,16,1,10,2.3,-17,8,-4,0
Cc1cc(C)c2c(C(C)(C)C)nn(-c3ccccc3)c2n1,-14,0.96,-108,2.0,-1,-5,4,-2
CCCCNC(=O)c1c(C)cc(=O)oc1C,4,0.92,11,-1.3,10,1,0,0
CC(=O)Oc1cccc2c1C(=O)C1CC=CC(OC(C)=O)C1C2=O (stereo not given),·,·,-89,-1.5,-2,-373,-3,15
CC(C)CN1CCC(=O)N([C@H](CSc2ccccc2)Cc2ccccc2)CC1,-11,0.94,9,0.9,-8,6,-1,-3
O=C(Nc1ccccc1)C1=C[C@H](c2coc3ccccc3c2=O)C[C@H](OCc2ccc(CO)cc2)O1,-16,1.1,10,1.5,-8,11,-12,-1
